# Bioassay records from PubChem.
# EPAC1 antag = antagonists of human EPAC1; O95398; EPAC1 GEF assay, Rap1b-BODIPY-GDP exchange fluorescence; Potency, µM (titrated, usually from 115 µM), without a hit: at the top dose activity change, negative = inhibition, usual class: inhibitors; hit rate 0.14% among 360,000; AID 720709;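 also: potency is read from the fitted curve at half-maximal effect; plate controls were vehicle for no effect and positive control for full effect; nearly all actives have a fitted effect of over 50% in size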
# CCT modulator = cytosolic chaperonin activity modulation | purified chaperonin ATPase assay, HTRF ADP detection, 30 min | activity change, % (no concentration beside the values), hits read low | hit rate 0.3% among 360,000; in the data active = activity change below about -30%; also: % is scaled to controls: 0 for no effect and ±100 for the full control effect
#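 We incubate TRiC, 40 or 20 nM final, with library compounds at 76 uM and 10 uM ATP for 30 min at 37 °C. ADP formed is detected with Transcreener HTRF reagents after 30 min at room temperature.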
# WRN inhibitor = WRN helicase (human) inhibition; Q14191; WRN helicase unwinding, fluorescent forked duplex, kinetic; Potency, µM (series often up to 114 µM), inactives show at the top dose activity change, negative = inhibition, hits mostly inhibitors; hit rate 0.46% among 360,000; also: potency is read from the fitted curve at half-maximal effect; % is scaled to controls: 0 for no effect and ±100 for the full control effect; nearly all actives have a fitted effect of over 55% in size
# Target sequence (Q14191 whole entry, looked up): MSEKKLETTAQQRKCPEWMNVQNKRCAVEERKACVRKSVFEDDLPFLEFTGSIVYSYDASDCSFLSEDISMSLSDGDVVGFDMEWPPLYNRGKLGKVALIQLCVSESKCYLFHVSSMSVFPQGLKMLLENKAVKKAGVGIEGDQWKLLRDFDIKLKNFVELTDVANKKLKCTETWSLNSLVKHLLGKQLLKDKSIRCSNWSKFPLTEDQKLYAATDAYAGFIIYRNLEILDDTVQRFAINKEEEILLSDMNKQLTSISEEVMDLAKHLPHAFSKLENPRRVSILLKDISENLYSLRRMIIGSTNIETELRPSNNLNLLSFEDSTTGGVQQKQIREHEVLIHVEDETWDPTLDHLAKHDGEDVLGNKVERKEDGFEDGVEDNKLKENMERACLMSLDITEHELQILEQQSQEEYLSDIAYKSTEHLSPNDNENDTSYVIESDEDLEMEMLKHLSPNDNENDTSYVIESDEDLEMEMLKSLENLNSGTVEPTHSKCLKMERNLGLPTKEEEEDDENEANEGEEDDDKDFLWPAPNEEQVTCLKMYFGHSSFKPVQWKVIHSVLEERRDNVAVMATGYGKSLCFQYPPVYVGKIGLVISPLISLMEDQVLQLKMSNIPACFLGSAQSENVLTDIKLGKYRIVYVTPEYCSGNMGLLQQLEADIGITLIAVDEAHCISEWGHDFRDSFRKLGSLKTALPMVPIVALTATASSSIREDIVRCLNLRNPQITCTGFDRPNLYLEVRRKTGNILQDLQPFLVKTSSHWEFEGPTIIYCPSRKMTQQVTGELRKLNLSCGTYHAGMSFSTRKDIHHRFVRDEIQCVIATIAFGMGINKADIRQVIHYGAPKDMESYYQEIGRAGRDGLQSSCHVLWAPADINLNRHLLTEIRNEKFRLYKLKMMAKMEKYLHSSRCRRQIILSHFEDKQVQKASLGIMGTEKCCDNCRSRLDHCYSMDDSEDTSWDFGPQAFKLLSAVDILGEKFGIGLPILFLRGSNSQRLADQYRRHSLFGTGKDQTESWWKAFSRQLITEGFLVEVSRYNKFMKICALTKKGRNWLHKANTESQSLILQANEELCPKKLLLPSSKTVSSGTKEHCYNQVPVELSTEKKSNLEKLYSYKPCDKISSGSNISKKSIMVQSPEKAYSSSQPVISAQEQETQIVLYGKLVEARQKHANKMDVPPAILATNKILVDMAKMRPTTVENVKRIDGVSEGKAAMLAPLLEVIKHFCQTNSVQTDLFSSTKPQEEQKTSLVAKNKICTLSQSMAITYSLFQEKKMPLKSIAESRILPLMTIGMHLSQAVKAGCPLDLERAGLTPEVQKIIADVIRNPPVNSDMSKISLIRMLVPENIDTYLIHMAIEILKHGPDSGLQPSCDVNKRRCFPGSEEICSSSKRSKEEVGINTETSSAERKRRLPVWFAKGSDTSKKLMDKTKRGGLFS
#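 Kinetic red-fluorescence monitoring (525/598 nm) tracks WRN helicase activity after 100 nM fluorophore-quencher forked duplex and 2 mM ATP are added to 20 nM enzyme pretreated 15 min at room temperature with compound.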
# PLK1 PBD block = inhibitors of human PLK1 polo-box domain binding; P53350; Plk1 PBD binding of FITC phosphopeptide, fluorescence polarization; Potency, µM, for the others: max response, negative = inhibition, usual class: inhibitors; hit rate 2.8% among 360,000; AID 720504; also: potency is read from the fitted curve at half-maximal effect; series mostly up to about 57 µM; % is scaled to controls: 0 for no effect and ±100 for the full control effect; nearly all actives have a fitted effect of over 65% in size
# EPAC1 ag = EPAC1 (human) agonism; O95398; EPAC1 agonist qHTS, biochemical assay; response scale: 100% = response to 6.5 mM cAMP; Potency, µM (doses to about 154 µM), inactives show at the highest dose activation, most hits filed as activators; hit rate 0.073% among 360,000; AID 720707; also: potency is read from the fitted curve at half-maximal effect; nearly all actives have a fitted effect of over 60% in size
#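 Nucleotide exchange assay: 100 nM EPAC1 with 250 nM Rap1B loaded with BODIPY-GDP and 50 uM GDP, room temperature. Fluorescence (480/540 nm) read every 5 min for 30 min; signal change normalized to 6.5 mM cAMP as full agonist.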
# Mm-Cpn inhibitor = blocks the Methanococcus maripaludis chaperonin Mm-Cpn; purified Mm-Cpn ATPase, ADP Transcreener TR-FRET; Potency, µM (titrated, usually from 76.9 µM), inactives show top-dose activity, negative = inhibition, usual class: inhibitors; hit rate 0.031% among 330,000; AID 504842; also: potency is read from the fitted curve at half-maximal effect; % is scaled to controls: 0 for no effect and ±100 for the full control effect; nearly all actives have a fitted effect of over 80% in size
#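 Measured: ADP formation by purified Mm-CPN. Conditions: 25 nM protein, 10 uM ATP, Tris pH 7.4 with Mg2+, K+ and DTT, 37°C for 30 min. Detection: Transcreener HTRF after 30 min at room temperature.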
# PI5P4K alpha inh = PI5P4K alpha (human) kinase inhibition; PI5P4Kalpha enzyme, ADP-Glo luminescence, 60 min; active compounds read low; hit rate 1.2% among 330,000; AID 652105; max response, %; P48426; active = max response of -50% or lower; inconclusive = between -30% and -50%; inactive = -30% or higher; also: value at the top dose of about 77 µM; % is scaled to controls: 0 for no effect and ±100 for the full control effect
#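 Single end-point luminescence (ADP-Glo) quantified ADP from PI5P4Kalpha turnover; ATP 5 microM final, 1 h at RT, 0.1% CHAPS and 0.28 mM EGTA in HEPES pH 7.4.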
# EPAC2 antagonist = antagonists of human EPAC2 | EPAC2 GEF exchange of Rap1B-BODIPY-GDP, fluorescence | Potency, µM (highest dose often 114 µM), without a hit: at the highest dose activity, negative = inhibition, actives largely listed as inhibitors | hit rate 0.18% among 360,000; also: potency is read from the fitted curve at half-maximal effect; % is scaled to controls: 0 for no effect and ±100 for the full control effect; nearly all actives have a fitted effect of over 45% in size; many of its hits are not listed in these tables
# Starred values were filed as active, the others as inactive; ? = inconclusive; . = not tested or not shown. Unless noted, calls follow the shape of the dose curve; as a rule, active = well fitted curve in the direction sought with a large enough effect; inconclusive = small, poorly fitted or top-dose-only effect, or another doubt; inactive = no such curve, though single readings can be large; an effect the other way counts as inactive or inconclusive.
SMILES,EPAC1 antag,CCT modulator,WRN inhibitor,PLK1 PBD block,EPAC1 ag,Mm-Cpn inhibitor,PI5P4K alpha inh,EPAC2 antagonist
CP(=O)(O)CN1CCCCC1,-21.1%,-0.8,-9.2%,-3.4%,-9.7%,1.1%,0.9,0.1%
Cc1sc2c(c1C)C(c1cccs1)=NCC(=O)N2CC(=O)NCc1cccs1,10.8%,2.5,-20.7%,-3.6%,4.3%,-1.7%,.,5.7%
C[C@]12CC[C@H](O)CC1=CC(=O)C1C2CC[C@]2(C)C(=O)[C@H](O)CC12 (some centres undefined),0.9%,-1.3,3.7%,-5.8%,1.3%,0.3%,3.3,8.6%
CCOP(=S)(OCC)N1CCOCCOCCN(P(=S)(OCC)OCC)CCOCCOCC1,-0.6%,-0.3,-7.1%,-1.4%,2.4%,0.4%,13.2,-2.7%
CN1C(=O)C(c2ccc([N+](=O)[O-])cc2[N+](=O)[O-])C(=O)N(C)C1=O,-24.7%,-0.7,-3.3%,-5.6%,7.3%,-1.9%,?,-16.0%
CCOC(=O)[C@]12Cc3cc(OC)ccc3[C@H]1N(Cc1ccccc1)C(=O)c1ccccc12,-6.7%,-0.1,-6.2%,-12.9%,0.4%,.,-1.3,?
COC(=O)C[C@H]1CC[C@H]2NC[C@@H](O)COC[C@@H]2O1,-1.4%,.,2.1%,-11.8%,18.8%,.,-5.2,12.6%
Cn1cc(C(=O)OCC(=O)N2CCCCC2)c2ccccc21,4.6%,-0.9,1.8%,2.2%,10.9%,-1.5%,-3.2,-4.0%
COC(=O)C1=C(c2cc3ccccc3o2)C[C@@H]2CC[C@H]1N2C(=O)NCc1ccco1,-2.0%,2.3,2.6%,-11.9%,7.2%,.,-0.1,-17.1%
CN1CC(C(=O)c2ccc(Cl)cc2)C(c2ccccc2F)C1 (centres undefined),-25.6%,-0.4,7.7%,-9.4%,3.2%,0.9%,-5.7,-19.7%
CCc1nc2ccccc2c(=O)n1-c1ccccc1[N+](=O)[O-],7.6%,0.1,-22.8%,-5.5%,7.0%,-0.5%,3.1,-3.6%
C[N+]12CCC(CC1)C(C(O)(c1ccccc1)c1cccs1)C2 (centres undefined),14.4%,1.9,2.3%,0.8%,-3.9%,2.0%,.,9.7%
CN(C)C1=C(C#N)C(c2ccccc2)=NP(N(C)C)(N(C)C)=N1,12.6%,-0.3,8.2%,-5.0%,0.6%,1.9%,.,8.6%
Cc1cccc(C)c1OC(=O)Cc1ccccc1,-13.3%,1.1,?,-11.5%,6.5%,0.4%,-6.7,-24.3%
Cc1ccc(S(=O)(=O)c2nc(-c3ccccc3Cl)oc2N(C)C2CCN(C)CC2)cc1,5.5%,-1.8,9.0%,-6.8%,-6.4%,-2.4%,17.0,-11.6%
c1ccc2[nH]c(CCNC3CCCCC3)nc2c1,3.4%,0.4,2.5%,-0.8%,-1.5%,0.6%,.,8.9%
Cc1ccc(-c2nn(Cc3ccccc3)cc2C(=O)O)cc1,15.9%,0.3,-8.2%,-6.9%,7.6%,0.2%,2.4,-1.6%
COc1ccc(-n2c(O)c(C(C)=NCc3ccco3)c(=O)[nH]c2=O)cc1,-11.7%,0.3,3.4%,0.1%,-7.7%,-0.5%,-2.0,18.9%
COc1cc(O)cc2c1C(=O)O[C@@H](C)CCCC(=O)CCCCC2,-9.4%,-3.9,5.0%,-11.9%,7.6%,0.1%,-4.8,-3.9%
N#Cc1ccc(N2CCNCC2)c(F)c1,0.0%,-1.9,2.1%,-7.6%,0.0%,-0.5%,7.3,3.8%
O=C(c1cc(-c2cccnc2)nc2ccccc12)N1CCC2(CC1)OCCO2,-9.2%,-2.7,4.1%,-0.8%,-1.1%,1.2%,.,7.3%
O=C(CN1CC(c2ccccc2)CC1=O)Nc1ccc(F)cc1 (centres undefined),-5.9%,0.3,0.2%,-14.1%,4.9%,3.1%,-1.5,0.4%
O=C(Cc1ccccc1)NC(Cc1ccc(Cl)cc1)C(=O)O (centres undefined),-4.8%,-0.1,2.2%,-0.8%,1.9%,2.6%,-1.2,0.5%
COc1cccc(N2C(=O)NC(=O)/C(=C/c3ccc([N+](=O)[O-])s3)C2=O)c1,?,-2.2,35.5µM*,2.99µM*,1.9%,-6.3%,?,-22.9%
CC(Cc1ccccc1Sc1ccc(O)cc1)N(C)C (centres undefined),-0.1%,0.6,-1.0%,-13.1%,-2.2%,0.1%,1.1,1.9%
C[C@]12C[C@@H](O)[C@H](O)CC1=CCC1C2CC[C@@]2(C)C1CC[C@@H]2O (some centres undefined),-7.9%,-0.4,0.3%,-17.9%,-5.8%,0.0%,7.6,-4.7%
CCc1ccc(C2=NN(CCC(=O)N3CCC4(CC3)OCCO4)C(=O)CC2)cc1,-9.0%,-1.6,10.1%,-10.0%,3.5%,-0.4%,0.0,-5.4%
COc1ccc2c3c1O[C@H]1C(=O)CC[C@H]4[C@@H](C2)N(C)CC[C@]314,-25.2%,-0.7,1.5%,-18.8%,-9.3%,-4.3%,0.1,2.9%
CC(=O)C1CCC2C3CCC4CC(O)CCC4(C)C3CCC12C (centres undefined),-4.0%,0.0,-2.1%,-12.5%,-18.8%,0.8%,6.7,-19.5%
c1ccc2c(CCNC3CCCCC3)c[nH]c2c1,-21.6%,-0.8,-1.6%,-4.2%,17.1%,2.1%,0.4,5.6%
COC(=O)C1=C(c2ccccc2)C[C@@H]2CC[C@H]1N2C(=O)N1CCOCC1,11.6%,-2.4,2.0%,-8.9%,4.9%,.,4.1,7.5%
COc1cc(/C=C/C(=O)c2c(O)n(CCc3ccccc3)c(=O)[nH]c2=O)ccc1O,7.1%,0.4,-24.4%,-0.7%,-3.6%,0.3%,-64.7*,9.7%
COC(=O)C1=C(c2ccc(F)cc2OCc2ccccc2)C[C@@H]2CC[C@H]1N2C(=O)N1CCC(O)CC1,-9.6%,1.9,-2.9%,0.1%,10.5%,2.0%,-1.4,1.2%
CCOC(=O)C1(c2ccccc2)CCN(CCC(=O)Nc2cccc(Br)c2)CC1,-13.8%,-3.5,-11.1%,-3.7%,10.3%,1.3%,17.9,-21.8%
CC(C)(C)NC(=O)NC(=O)CN1CC=C(c2ccccc2)CC1,-9.8%,0.3,1.8%,2.7%,-9.6%,0.5%,-4.1,-10.8%
COCCCNC(=O)c1c(N)n(Cc2ccco2)c2nc3ccccc3nc12,-1.4%,-2.3,4.1%,-11.8%,3.1%,-3.8%,9.3,-4.5%
O=C1CN=C(c2ccccc2F)c2cc(Cl)ccc2N1,4.9%,-0.4,-2.5%,-6.1%,-9.0%,0.8%,-0.7,5.8%
Cc1ccc(C2=NC(C)(C)N3C2C3c2ccc([N+](=O)[O-])cc2)cc1 (centres undefined),-4.5%,-1.0,1.9%,-9.5%,5.5%,0.7%,3.5,-2.8%
Cc1cc(OCc2ccc([N+](=O)[O-])cc2)c2c3c(c(=O)oc2c1)CCCC3,4.4%,1.4,-5.2%,-15.1%,9.3%,0.9%,-0.8,1.7%
C1=C(c2ccccc2)CCNC1,-3.3%,-1.5,-4.1%,4.7%,2.5%,1.3%,2.6,2.9%
CCOC(=O)CNC(=S)N1CC2C[C@@H](C1)Cn1c2cccc1=O,1.3%,0.1,1.0%,2.2%,-5.1%,0.6%,-8.9,11.6%
CCCCCN1C(=O)c2cc(OC)ccc2[C@@]2(C(=O)OCC)Cc3cc(OC)ccc3[C@@H]12,-27.8%,0.0,-2.1%,4.74µM*,-1.8%,.,3.6,?
CC(=NCCC1=CCCCC1)c1c(O)n(-c2ccccc2)c(=O)[nH]c1=O,25.1%,1.6,15.2%,0.5%,-10.0%,-0.1%,16.8,6.8%
CCC(=O)C(CCN1CCOCC1)(c1ccccc1)c1ccccc1,8.1%,-1.7,-10.9%,2.9%,-1.7%,.,26.9,-1.4%
Cc1ccccc1N,8.8%,0.3,9.7%,2.3%,-27.2%,-0.2%,-1.5,2.0%

# Full records as entered above.
# Profile of CCOC(=O)C1(c2ccccc2)CCN(CCC(=O)Nc2cccc(Br)c2)CC1 → EPAC1 antag: -13.8%; CCT modulator: -3.5; WRN inhibitor: -11.1%; PLK1 PBD block: -3.7%; EPAC1 ag: 10.3%; Mm-Cpn inhibitor: 1.3%; PI5P4K alpha inh: 17.9; EPAC2 antagonist: -21.8%
# Profile of COc1cc(O)cc2c1C(=O)O[C@@H](C)CCCC(=O)CCCCC2 → EPAC1 antag: -9.4%; CCT modulator: -3.9; WRN inhibitor: 5.0%; PLK1 PBD block: -11.9%; EPAC1 ag: 7.6%; Mm-Cpn inhibitor: 0.1%; PI5P4K alpha inh: -4.8; EPAC2 antagonist: -3.9%

# (listing goes on)
SMILES,EPAC1 antag,CCT modulator,WRN inhibitor,PLK1 PBD block,EPAC1 ag,Mm-Cpn inhibitor,PI5P4K alpha inh,EPAC2 antagonist
COc1cc(CN2CCCC(C(=O)c3sccc3C)C2)cc(OC)c1O (centres undefined),2.8%,-0.9,-4.8%,-15.5%,14.4%,-0.8%,1.2,7.0%
OC(CNCc1ccccc1)c1ccc(Cl)cc1 (centres undefined),7.7%,0.7,-0.8%,6.7%,8.6%,.,8.8,-12.6%
Nc1ncnc2c1ncn2[C@@H]1O[C@H](COP(=O)(O)CP(=O)(O)O)[C@@H](O)[C@H]1O,5.8%,-2.2,13.7%,-6.8%,-11.1%,.,-5.6,-3.4%
O=C(c1c[nH]cc1-c1ccccc1)c1cccc2ccccc12,3.7%,-1.3,-15.8%,-9.5%,9.4%,2.0%,1.8,-1.9%
CCN(CC)C(=O)c1ccc(NC(=O)c2sccc2-c2ccccc2)cc1,-19.2%,-5.3,-35.2%,-7.7%,1.2%,-30.0%,-1.4,-3.2%
Cn1c(O)c(C=Nc2cccc(C(F)(F)F)c2)c(=O)n(C)c1=O,20.1%,-2.2,-8.2%,-11.2%,-2.3%,2.6%,1.0,6.5%
O=C(CN1CCOCC1)c1ccc2cc[nH]c2c1,1.4%,-0.5,2.7%,-14.8%,11.6%,0.1%,-10.2,-0.7%
CC1=C(C(=O)Nc2ccccc2)SCCO1,-8.0%,-1.5,2.3%,-5.6%,.,.,-1.0,6.3%
c1ccc2c(CN3CCN(C4CCCCC4)CC3)c[nH]c2c1,1.5%,1.0,2.4%,-3.0%,-4.5%,0.8%,-4.5,3.6%
O=C(CN1CC(c2ccccc2)CC1=O)NCc1ccc(F)cc1 (centres undefined),-7.3%,-1.7,-3.3%,-8.9%,18.6%,-1.2%,-0.3,7.3%
Cc1ccc(N2C(=O)CC(=O)NC2=O)cc1,1.6%,-1.5,-8.4%,-9.6%,4.4%,.,.,-0.9%
Cc1nccc2c1[nH]c1ccccc12,-7.8%,2.2,-6.2%,0.7%,-7.5%,0.4%,8.3,-1.8%

# An excerpt; count on the stated rates, not on these rows.
